CHO parental Ca: ATP-evoked calcium signal inhibitors, parental CHO, primary screen, counter-screen for OX1R antagonist project, cell-based, fluorescence, Fluo-8 calcium dye | parental CHO-K1, ATP-induced calcium, Fluo-8 fluorescence | hit rate 0.63% among 330,000 | inhibition, % at 5.6 µM;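 active = inhibition above that plate's mean sample inhibition plus 3 SD, cut at about 26% in these data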;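 also: 0% = ATP-challenged DMSO wells and 100% = DMSO wells without ATP; some compounds past the cut are filed as inactive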
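Assay system: parental CHO cells; Read-out basis: percent inhibition of ATP-evoked calcium rise, normalized to controls; Benchmarks: ATP and no-ATP DMSO wells; Compound dosing: single nominal dose of 5.6 µM per compound; Signal: Fluo-8 calcium dye fluorescence; Also added: ATP as calcium-mobilizing challenge; Repeats: singlicate.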
GPR7 antagonist: GPR7 receptor antagonists, primary screen, cell-based, fluorescence, single concentration | AID 1861, 2009 | GPR7-expressing cells, fluorescence antagonist assay | inhibition, % at 4.4 µM | hit rate 1.1% among 290,000; in the data active = inhibition above about 16%, passing the limit was not always enough;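 also: cells stimulated with the agonist NPW; 0% = agonist with vehicle and 100% = vehicle without agonist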
Target sequence (P48145 whole entry, looked up): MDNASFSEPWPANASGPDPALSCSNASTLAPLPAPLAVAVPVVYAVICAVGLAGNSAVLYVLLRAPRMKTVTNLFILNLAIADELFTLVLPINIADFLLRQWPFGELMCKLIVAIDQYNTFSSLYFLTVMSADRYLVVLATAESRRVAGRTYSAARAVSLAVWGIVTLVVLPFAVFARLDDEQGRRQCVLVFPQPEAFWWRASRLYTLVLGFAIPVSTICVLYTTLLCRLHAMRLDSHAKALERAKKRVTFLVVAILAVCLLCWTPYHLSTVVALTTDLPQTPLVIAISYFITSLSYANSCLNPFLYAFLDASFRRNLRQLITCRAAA
OXTR agonist: human OXTR agonists, primary screen, fluorescence, CHO-OTR cells, Fluo-8 calcium; Fluo-8 calcium fluorescence; normalized: DMSO 0%, oxytocin 100%; activation, % at 3 µM; hit rate 0.32% among 320,000; AID 2435, 2010;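 active = activation above the mean of all tested compounds plus 3 SD, cutoff set per screening run, cut at about 20% in these data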;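 also: peak over basal fluorescence ratio from a 100 s FLIPR kinetic read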
CHO-K1 Ca antag: nonselective inhibitor or artifact in parental CHO-K1 cells. ATP-induced calcium, Fluo-8 fluorescence. inhibition, % at 3 µM. hit rate 0.6% among 360,000;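 active = inhibition above a per-plate cutoff, the plate's mean sample inhibition plus 3 SD, cut at about 24% in these data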;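 also: 0% = DMSO plus EC80 ATP and 100% = DMSO alone without ATP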
CHO-K1 Ca PAM: nonselective calcium activators in parental CHO-K1 cells, primary screen, counter-screen for M1 PAM project, cell-based, Fluo-8 calcium fluorescence, full deck, 1536-well. activation, % at 3 µM. AID 602247, 2012. hit rate 0.02% among 360,000. ATP EC20; 0% at ATP EC20, 100% at ATP max;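 active = activation above the run cutoff, the mean activation of all test compounds plus 3 SD, cut at about 40% in these data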;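 also: peak over basal fluorescence ratio in a 140 s read after ATP addition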
TAAR1 antagonist: human TAAR1 antagonists, primary screen, Fluo-8 calcium fluorescence, CHO RD-HGA16 cells. antagonist. inhibition, % at 3 µM. hit rate 1.5% among 360,000;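 active = inhibition above a per-plate cutoff, the mean inhibition of test compounds on that plate plus 3 SD, cut at about 49% in these data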;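 also: 0% = DMSO plus EC80 beta-PEA response and 100% = DMSO alone without agonist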
Target sequence (Q96RJ0 whole entry, looked up): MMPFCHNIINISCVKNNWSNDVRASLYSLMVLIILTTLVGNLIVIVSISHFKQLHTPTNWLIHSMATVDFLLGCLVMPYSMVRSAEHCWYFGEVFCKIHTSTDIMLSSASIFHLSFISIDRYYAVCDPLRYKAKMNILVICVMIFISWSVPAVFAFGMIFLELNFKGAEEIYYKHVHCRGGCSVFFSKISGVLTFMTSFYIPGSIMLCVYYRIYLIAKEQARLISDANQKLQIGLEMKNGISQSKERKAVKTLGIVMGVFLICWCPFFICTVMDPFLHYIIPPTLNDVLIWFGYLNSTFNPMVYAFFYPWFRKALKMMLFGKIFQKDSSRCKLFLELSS
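Material: CHO RD-HGA16 cells bearing hTAAR1; compound dosing: one-point dosing, 3 µM nominal final; schedule: dye loading 75 min at 37 °C, then 30 min room temperature; measured by: calcium fluorescence with Fluo-8; control set: vehicle and agonist controls; replication: n of 1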
OXTR potentiator: human OXTR potentiators, primary screen, fluorescence, CHO-OTR cells, Fluo-8 calcium; Oxytocin receptor (Homo sapiens), P30559; activation, % at 3 µM; Fluo-8 calcium fluorescence, potentiator mode; 0% = oxytocin EC15, 100% = EC100; AID 2445, 2010; hit rate 0.061% among 320,000;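 active = activation above that plate's cutoff, the mean activation of tested compounds plus 3 SD, cut at about 6.6% in these data, passing the limit was not always enough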;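 also: 100% uses oxytocin at 75 nM as the full agonist control; some results filed as inactive read as strong as hits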
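Dosing: Single dose, 3.0 µM nominal final compound concentration | Material: Human OTR in CHO cells | Technique: Kinetic Fluo-8 calcium fluorescence | Benchmarks: EC15 oxytocin alone as 0%, 75 nM oxytocin as 100% | Probe or stimulus: Oxytocin at about EC15, sub-maximal agonist stimulus | Incubation: Compound 6 min at room temperature before oxytocin, 100 s read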
V1aR counter: agonists of human V1a receptor, primary screen, counter-screen for OXTR agonist project, fluorescence, CHO-V1R cells | hit rate 0.25% among 320,000 | Vasopressin V1a receptor (Homo sapiens), P37288 | activation, % at 3 µM | Fluo-8 calcium fluorescence, agonist mode; 0% DMSO, 100% 3 nM vasopressin;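 active = activation above the mean activation of all tested compounds plus 3 SD, per screening run, cut at about 20% in these data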;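 also: signal is peak over basal fluorescence ratio across a 100 second FLIPR read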
Target sequence (P37288 whole entry, looked up): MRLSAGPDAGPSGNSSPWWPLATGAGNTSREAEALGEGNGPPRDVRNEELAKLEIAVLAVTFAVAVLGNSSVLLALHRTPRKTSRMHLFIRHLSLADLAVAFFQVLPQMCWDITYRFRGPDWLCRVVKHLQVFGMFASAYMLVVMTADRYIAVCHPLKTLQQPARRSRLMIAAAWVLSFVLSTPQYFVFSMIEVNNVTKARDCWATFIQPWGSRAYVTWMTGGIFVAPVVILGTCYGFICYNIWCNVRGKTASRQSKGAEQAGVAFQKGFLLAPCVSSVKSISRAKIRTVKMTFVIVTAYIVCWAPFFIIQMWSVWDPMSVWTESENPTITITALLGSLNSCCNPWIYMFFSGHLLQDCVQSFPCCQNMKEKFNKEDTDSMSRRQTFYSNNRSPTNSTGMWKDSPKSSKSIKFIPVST
CHO-K1 Ca ag: counter-screen for M1 agonists: effect in parental CHO-K1 cells; Fluo-8 calcium fluorescence; scaled to maximal ATP response, vehicle zero; activation, % at 3 µM; hit rate 0.48% among 360,000; AID 602248, 2012; in the data active = activation above about 15%;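 also: untransfected CHO-K1 host cells lacking M1 receptor as counterscreen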
The depositor's hits bear a star; . = no result given. This is a random part of the collection; any-hit rate near 3.5%.

SMILES	CHO parental Ca	GPR7 antagonist	OXTR agonist	CHO-K1 Ca antag	CHO-K1 Ca PAM	TAAR1 antagonist	OXTR potentiator	V1aR counter	CHO-K1 Ca ag
COc1ccccc1CNC(=O)CN1CCN(Cc2ccc(Cl)cc2)C1=O	-8	-8	0.7	-2	10	-17	-9	2.0	0.9
CCc1ccc(OCC(=O)Nc2ccc(S(=O)(=O)Nc3ccccn3)cc2)cc1	6	-19	10	-1	28	-1	-10	11	9.7
COc1ccc(C(=O)NCCC(=O)NCc2cc(=O)n(C)c(=O)n2C)cc1	-3	-16	0.8	12	-5	7	-8	1.8	-0.1
Cc1nc2sc(C(c3ccco3)N3CCN(c4ccc(F)cc4)CC3)c(O)n2n1 (stereo unspecified)	-15	4	0.3	-2	12	-36	-5	-0.1	0.7
O=C1c2ccccc2C(=O)N1c1ccccc1S(=O)C(F)(F)F (stereo unspecified)	-6	7	-0.7	0	-4	10	-25	0.6	0.1
COc1ccc(CN2C(=O)c3cccnc3C2=O)cc1S(=O)(=O)NC1CCCCC1	-14	-10	1.0	-7	10	-11	-7	3.0	0.6
COc1ccc(NC(=O)c2cc(=O)[nH]c3ccccc23)cc1	-10	0	-0.2	-14	7	19	-7	3.7	0.5
CC(C)CNC(=O)CSc1ccc(S(=O)(=O)N(C)C2CCCCC2)cn1	.	.	.	0	2	-14	.	.	0.7
COC(=O)C1CSC(C(=O)OC)N1C(=O)Nc1ccccc1 (stereo unspecified)	-9	-5	-0.1	9	-7	17	-15	-0.3	-0.5
O=C(O)CC(CNS(=O)(=O)c1ccccc1)c1ccccc1 (stereo unspecified)	-13	-1	-0.7	-5	6	-7	-2	0.1	-0.4
COC(=O)c1c(N2C(=O)CCC2=O)sc2c1CCCC2	-15	-11	-0.8	2	4	3	-9	-0.2	0.3
O=C(c1cnccn1)N(Cc1cccs1)C1(C(=O)NC2CCCC2)CCCCC1	-7	26*	0.5	2	12	-2	5	-2.0	8.3
Clc1cccc(-c2nnc(-c3ccno3)o2)c1	-15	-12	1.4	-9	-3	-2	2	1.2	0.7
O=C(CC1C(=O)NCCN1Cc1c(F)cccc1Cl)NCCc1ccccn1 (stereo unspecified)	-8	-7	-0.2	-8	32	-6	0	-0.1	0.9
CC(C)NC(=O)CN(Cc1ccc(F)cc1)C(=O)CCC(=O)Nc1nccs1	3	-5	-1.1	-5	-7	-3	-10	0.3	0.2
C=CCN1C(=O)C(CC(=O)Nc2ccc(OC)cc2)N(Cc2ccco2)C1=S (stereo unspecified)	-6	3	2.6	-13	0	10	-5	2.2	1.1
COC(=O)C1=C(C)N(C)C(=O)/C1=C\c1cccs1	-16	-1	-0.5	-10	15	-10	-4	-1.5	0.1
COc1ccc(Nc2nnc(SCc3cc([N+](=O)[O-])cc4c3OCOC4)s2)cc1	-15	-3	-0.5	-5	22	-2	-5	-0.2	0.5
CCCCCCCCCSc1n[nH]c(N)n1	-5	-1	-0.1	-3	0	5	-5	0.6	0.0
CCC(C)c1ccc(Nc2ncccc2C#N)cc1 (stereo unspecified)	-26	-10	-2.3	-7	6	-13	-23	-1.4	-0.5
CCCNc1nc(C)cc(-c2cc(C(=O)NC3CCCC3)on2)n1	-3	.	-1.8	6	-19	4	2	-1.2	-0.6
CCOC(=O)c1c(C)[nH]c(C(=O)CN2C(=O)NC(C)(c3ccc(C)cc3)C2=O)c1C (stereo unspecified)	-28	.	19	2	28	9	-25	20	19*
Cc1ccc(NS(=O)(=O)c2cc(C(=O)NCc3cccnc3)ccc2C)cc1	.	-8	.	-14	14	6	.	.	1.2
Cc1ccc(Nc2c3c(nc4ccccc24)CCC3)cc1	-3	9	-1.5	-4	6	-19	-5	4.2	5.8
COc1ccc(CCc2nnc(CCC(=O)NCC3CCCO3)o2)cc1 (stereo unspecified)	-15	-7	0.2	-13	16	-19	0	-0.2	1.0
CCN1Cc2ccccc2-c2ccccc2S1(=O)=O	-14	.	.	-6	6	-19	.	.	0.2
Cc1nc([N+](=O)[O-])cn1CC(=O)c1ccccc1	2	-19	0.4	-14	16	-13	-27	0.6	1.4
COc1ccc(C(=O)N/N=C(\N)c2cc3ccccc3oc2=O)cc1	-3	0	0.2	-8	2	4	-10	1.7	0.9
Cc1ccc(S(=O)(=O)Nc2cc3c4c(c2)CCN4C(=O)CC3)cc1	-16	.	0.4	1	-12	-10	-19	0.3	0.3
CC1CCCN(C(=O)c2ccc(S(=O)(=O)Nc3ccccc3Cl)cc2)C1 (stereo unspecified)	-10	17	3.0	-3	3	1	-9	7.4	3.5

Four entries out of the list above, ordered by the value under GPR7 antagonist, low to high:
compound | GPR7 antagonist | TAAR1 antagonist | OXTR potentiator
Cc1nc([N+](=O)[O-])cn1CC(=O)c1ccccc1 | -19 | -13 | -27
O=C(CC1C(=O)NCCN1Cc1c(F)cccc1Cl)NCCc1ccccn1 (stereo unspecified) | -7 | -6 | 0
COc1ccc(Nc2nnc(SCc3cc([N+](=O)[O-])cc4c3OCOC4)s2)cc1 | -3 | -2 | -5
COc1ccc(C(=O)N/N=C(\N)c2cc3ccccc3oc2=O)cc1 | 0 | 4 | -10

3 entries from above in a different format.
Each structure is followed by: CHO parental Ca, GPR7 antagonist, OXTR agonist, CHO-K1 Ca antag, CHO-K1 Ca PAM, TAAR1 antagonist, OXTR potentiator, V1aR counter, CHO-K1 Ca ag
CCCNc1nc(C)cc(-c2cc(C(=O)NC3CCCC3)on2)n1
    -3, ., -1.8, 6, -19, 4, 2, -1.2, -0.6
CCOC(=O)c1c(C)[nH]c(C(=O)CN2C(=O)NC(C)(c3ccc(C)cc3)C2=O)c1C (stereo unspecified)
    -28, ., 19, 2, 28, 9, -25, 20, 19*
Cc1ccc(NS(=O)(=O)c2cc(C(=O)NCc3cccnc3)ccc2C)cc1
    ., -8, ., -14, 14, 6, ., ., 1.2

The list goes on.
SMILES	CHO parental Ca	GPR7 antagonist	OXTR agonist	CHO-K1 Ca antag	CHO-K1 Ca PAM	TAAR1 antagonist	OXTR potentiator	V1aR counter	CHO-K1 Ca ag
COc1ccc(S(=O)(=O)NCC2CCCN(Cc3cccc(C(C)=O)c3)C2)cc1 (stereo unspecified)	-7	4	0.3	-7	9	-20	-4	0.9	-0.2
CCC(CO)NCc1ccc(OCC(O)c2ccccc2)c(OC)c1 (stereo unspecified)	-9	-6	0.3	-9	17	-6	-4	1.5	0.2
COc1ccccc1-n1ccnc1SCC(=O)NCC1CCCO1 (stereo unspecified)	-4	-13	-1.2	-8	21	2	-9	-0.2	11
COc1ccc(N2CCN(C(=O)c3ccc(Br)cc3)CC2)c([N+](=O)[O-])c1	-2	0	4.7	-8	-11	18	-8	4.4	2.4
CC1(OC(=O)C2CCCC2)C(=O)C=C2C=C(C3CC3)OC=C2C1=O (stereo unspecified)	-12	.	-0.4	.	.	.	-4	3.9	.
O=C(O)c1ccc(NC(=O)c2cn(-c3ccccc3)nc2-c2ccccc2)cc1	-9	-11	0.9	2	9	42	-9	0.4	3.7
CC1CCN(C(=O)Oc2ccccc2)CC1	7	-5	-0.5	-10	19	-19	-6	-0.5	3.7
CNS(=O)(=O)c1ccc(NC(=O)C2c3ccccc3Oc3ccccc32)cc1	7	0	7.6	-8	34	0	-10	6.6	3.2
CC1CCN(C(=O)CSc2nnc3ccccn23)CC1	-3	.	2.5	17	-23	-5	1	1.3	-0.6
CNS(=O)(=O)c1ccc(NC(=O)c2csc(C)c2)cc1	-7	-4	-0.1	-10	-10	-22	-7	0.1	2.5
CS(=O)(=O)N1CCN(C(=O)c2ccncc2)CC1	3	-1	1.1	1	18	7	-12	0.4	0.8
CN(C(=O)COc1ncnc2sccc12)C1CCCCC1	-14	.	0.9	-8	8	7	-2	0.3	0.5
CCC[C@@H](CN[C@@H](CNC)C(C)C)NCCCCc1ccccc1	-11	8	2.1	7	5	-13	2	-0.1	-0.1
Cc1ccc(C(=O)OCC(=O)NC(=O)c2cccn2C)cc1	-7	-8	-0.1	-9	14	0	-5	0.3	1.0
CC1=C([N+](=O)[O-])C(c2ccc(Cl)cc2)NC(=O)N1 (stereo unspecified)	-1	-4	0.0	-14	21	15	-10	1.0	1.1

Among those listed so far, 4 contain a nitro group on carbon.
SMILES	CHO parental Ca	GPR7 antagonist	OXTR agonist	CHO-K1 Ca antag	CHO-K1 Ca PAM	TAAR1 antagonist	OXTR potentiator	V1aR counter	CHO-K1 Ca ag
COc1ccc(Nc2nnc(SCc3cc([N+](=O)[O-])cc4c3OCOC4)s2)cc1	-15	-3	-0.5	-5	22	-2	-5	-0.2	0.5
Cc1nc([N+](=O)[O-])cn1CC(=O)c1ccccc1	2	-19	0.4	-14	16	-13	-27	0.6	1.4
COc1ccc(N2CCN(C(=O)c3ccc(Br)cc3)CC2)c([N+](=O)[O-])c1	-2	0	4.7	-8	-11	18	-8	4.4	2.4
CC1=C([N+](=O)[O-])C(c2ccc(Cl)cc2)NC(=O)N1 (stereo unspecified)	-1	-4	0.0	-14	21	15	-10	1.0	1.1

New compounds follow.
SMILES	CHO parental Ca	GPR7 antagonist	OXTR agonist	CHO-K1 Ca antag	CHO-K1 Ca PAM	TAAR1 antagonist	OXTR potentiator	V1aR counter	CHO-K1 Ca ag
CC(c1ccccc1)N1C(=O)NC(NC(=O)C(C)(C)C)(C(F)(F)F)C1=O (stereo unspecified)	-7	-5	0.3	2	7	8	-3	0.9	0.2
C=CCNc1nnc(SCC(=O)N2CCCCC2)c2ccccc12	-11	-1	1.0	-4	10	11	-2	-0.7	-0.1
COc1ccc(-c2ccc3c(N)c(C(=O)NC(C)C)sc3n2)cc1OC	-15	-11	-1.8	4	-10	-4	-9	-1.1	2.1
Cn1cc(CCNC(=O)CCc2nnc(CCCCc3ccccc3)o2)cn1	-12	3	-0.5	8	-2	4	-1	0.9	3.9
Nc1[nH]nc2nc(-c3ccccc3)[nH]c(=O)c12	-2	6	-0.7	11	-13	3	-14	-0.1	0.5
CCNC(=O)C1CCCN(C(=O)c2cc(C)oc2C)CC1 (stereo unspecified)	.	.	.	-1	3	-19	.	.	0.0
CCOC(=O)c1c(C)n(-c2ccc(C)cc2)c2ccc(OCC(O)CNCCCO)cc12 (stereo unspecified)	-15	-3	-0.3	-14	13	-10	0	-1.4	-0.2
Cc1ccc(CSc2nnc(NC(=O)C3COc4ccccc4O3)s2)cc1 (stereo unspecified)	-5	0	0.2	-10	23	12	-17	0.3	1.0
Cc1ccc(OCCCC(=O)Nc2ccc(Br)cc2)cc1	21	2	-1.9	0	12	6	-8	-1.0	0.3
